High-throughput results deposited in PubChem by National Center for Advancing Translational Sciences (NCATS).
HepG2 tox: kills HepG2 cells in TGF-b inhibitor counter-screen; HepG2 CAGA-GFP viability, ATP luminescence, 18 h; Potency, µM (titrated, usually from 46.1 µM), for inactives: at the highest dose activity change, negative = cytotoxicity, actives largely listed as cytotoxic; 0.76% of 410,000 active; AID 588856; note: potency is the fitted concentration of half-maximal effect; some results filed as inactive show a strong effect at the top dose
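CellTiter-Glo luminescence gave cytotoxicity after 18 hours at 37 degrees C. The cells were HepG2 CAGA-GFP in 1% FBS DMEM, stimulated with 500 pg/mL TGF-beta after compound addition. %Activity was normalised to no-cell wells (complete cell-killing) and DMSO (no toxicity), and curves were fitted and classified.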
MCF10A rereplic: DNA re-replication induction in MCF 10a cells. MCF 10A DNA re-replication, Hoechst nuclear intensity, 48 h. Potency, µM (series often up to 46.1 µM), for the others: at the top dose activity, positive = re-replication, actives largely listed as activators. 2.9% of 350,000 active; note: potency is the fitted concentration of half-maximal effect; % of control where 0% means no effect; nearly all actives have a fitted effect of over 50% in size
KB-3-1 cytotox: KB-3-1 parental cell cytotoxicity; KB-3-1 viability, CellTiter-Glo ATP luminescence, 72 h; Potency, µM (series often up to 46.1 µM), inactives show top-dose activity change, negative = cytotoxic, actives largely listed as cytotoxic; 1.4% of 400,000 active; AID 1347075; note: potency is the fitted concentration of half-maximal effect; % is set by controls: 0 for no effect and ±100 for the full control effect; nearly all actives have a fitted effect of over 60% in size
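Cytotoxicity measured as CellTiter-Glo luminescence after 72 h at 37 C. Compound titrations were pinned onto drug-naive KB-3-1 parental adenocarcinoma cells grown in DMEM with 10% FBS, and normalized data fitted to concentration-response curves.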
HT1080-NT tox: kills 2HG-producing HT-1080-NT fibrosarcoma cells; HT-1080-NT fibrosarcoma viability, CellTiter-Glo ATP luminescence, 48 h; Potency, µM (top dose mostly 46.1 µM), for the others: at the top dose activity, negative = less viability, usual class: cytotoxic; 1.6% of 360,000 active; AID 686970;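 note: NT is the 2HG producing partner of a matched IDH1 knockdown line; potency is the fitted concentration of half-maximal effect; 0% = DMSO-treated cells and -100% = media-only wells without cells; nearly all actives have a fitted effect of over 55% in size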
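750 cells/well, RPMI + 5% FBS; 2 h settle, compound pin-transfer, 48 h at 37 degrees C. CellTiter-Glo 10 min RT, luminescence. Normalized to DMSO and media-only wells.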
SW480 rerep: induces DNA re-replication in SW480 colon adenocarcinoma cells. SW480 DNA re-replication, Hoechst DNA content imaging, 48 h. Potency, µM (highest dose often 46.1 µM), inactives show top-dose re-replication activation, usual class: activators. 1.8% of 340,000 active; note: potency is the fitted concentration of half-maximal effect; % of control where 0% means no effect; nearly all actives have a fitted effect of over 55% in size
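First, 250 cells per well were seeded. Next, compound or vehicle (23 nL) was pinned in, plates sat 48 hr at 37 C. Finally Hoechst was added for 40 min before fluorescence scanning.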
ATXN2 expr inh: reduces ATXN2 reporter expression in HEK-293 cells | 0.72% of 360,000 active | AID 1745845 | HEK-293 ATXN2-luciferase reporter, luminescence, 24 h | Potency, µM (titrated, usually from 57 µM), for inactives: at the highest dose activity change, negative = inhibition, actives largely listed as inhibitors; note: potency is the fitted concentration of half-maximal effect; % is set by controls: 0 for no effect and ±100 for the full control effect; nearly all actives have a fitted effect of over 55% in size
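ATXN2-luciferase reporter cells (luciferase flanked by upstream and downstream ATXN2 gene portions) were treated 24 h at 37 °C with compounds at up to 57 uM. SteadyGlo luminescence gave expression; GF-AFC fluorescence gave viability.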
HT1080 IDH1KD tx: HT-1080 IDH1 knockdown cell toxicity (counter line). HT-1080 IDH1 knockdown viability, ATP luminescence, 48 h. Potency, µM (titrated, usually from 46.1 µM), for inactives: at the highest dose activity, negative = toxicity, most hits filed as cytotoxic. 2% of 360,000 active. AID 686971;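 note: potency is the fitted concentration of half-maximal effect; 0% = DMSO wells and -100% = cell-free medium wells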
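IDH1KD HT-1080 cells, 750/well, RPMI + 5% FBS; compound pinned after 2 h settling; 48 h, 37 °C; CellTiter-Glo luminescence; % activity normalised to DMSO and no-cell wells; curves fitted, classed by r2 and efficacy.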
ATXN viability: cell viability loss in ATXN counter-screen | AID 651635 | Potency, µM (highest dose often 56.7 µM), usual class: cytotoxic | S2 cells (HEK-293 line with an ATXN2-luciferase reporter) viability, CellTiter-Fluor protease fluorescence, 24 h | 0.49% of 400,000 active; note: potency is the fitted concentration of half-maximal effect; nearly all actives have a fitted effect of over 40% in size
IL-1B inflam inh: inhibitors of inflammasome signaling (IL-1 beta secretion); THP-1 LPS/ATP IL-1B secretion, AlphaLISA, 16 h; hits give low values; activity change, % at 57.5 µM; 4.7% of 360,000 active; AID 743279; in the data active = activity change below about -50%; inconclusive = mostly about -30% to -49%; note: % is set by controls: 0 for no effect and ±100 for the full control effect
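THP-1 cells pretreated 1 hr with compounds (up to 57.5 uM final), then stimulated with LPS (250 ng/mL final) plus ATP (1.25 mM final); secreted IL-1B measured by AlphaLISA after 16 hr, decreased signal indicating inhibition.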
* hit, by the source's call; i = inactive; ? = inconclusive; . = not tested or not shown; [ ] = dose if it differs, or a comment. Unless noted, calls come from the whole dose curve; as a rule, active = well fitted curve in the direction sought with a large enough effect; inconclusive = small, poorly fitted or top-dose-only effect, or another doubt; inactive = no such curve, though single readings can be large; an effect the other way counts as inactive or inconclusive.

1) CCSc1ncc(Cl)c(C(=O)N2CCN(c3ccc(OC)cc3)CC2)n1
2) CCN(C(=O)COC(=O)c1cccnc1)c1cccc2ccccc12
3) COc1cccc(CN(C)C(=O)CC23CC4CC(CC(C4)C2)C3)c1OC
4) CC(C)CCOc1cccc(OCC(=O)Nc2ccncc2)c1
5) COC(=O)c1c(NC(=O)C2=COCCO2)sc(C)c1C
6) COC(=O)c1cccnc1-n1c(=O)c2cccnc2n(Cc2cccc(OC)c2)c1=O
7) O=C1c2[nH]nc(-c3ccccc3O)c2C(c2ccccc2F)N1Cc1ccncc1 (configuration not stated)
8) NC(=O)c1ccc(NC(=O)CC23CC4CC(CC(Br)(C4)C2)C3)cc1
9) Cn1c(=O)n(C)c2cc(NC(=O)CSc3nnc(-c4ccccc4O)n3-c3ccccc3)ccc21
10) COc1cccc(-c2sc3ccc(OC)cc3c2C#CCCO)c1

Screen / compound no. | 1 | 2 | 3 | 4 | 5 | 6 | 7 | 8 | 9 | 10
HepG2 tox | -26% | 16% | -33% | -10% | -42% | -5% | 5% | 2% | -34% | -10%
MCF10A rereplic | . | 5% | 16% | ? | 7% | 6% | . | 20% | -6% | ?
KB-3-1 cytotox | -8% | 2% | ? | ? | 0% | -26% | -12% | -7% | -4% | -7%
HT1080-NT tox | . | 1% | ? | ? | -4% | -1% | . | -4% | -19% | -14%
SW480 rerep | . | -2% | 2% | 0% | 3% | -2% | . | -4% | -3% | 8%
ATXN2 expr inh | -3% | . | -24% | -26% | 5% | -4% | -10% | -4% | 0% | -20%
HT1080 IDH1KD tx | . | 8% | -16% | ? | -1% | -7% | . | -4% | -13% | -17%
ATXN viability | i | i | i | i | i | i | ? | i | i | i
IL-1B inflam inh | . | -2 | -56* | -23 | -60* | 13 | . | -10 | -9 | 16

11) CN(C(=O)c1c[nH]c(=O)cc1C(F)(F)F)c1ccc(Cl)c(Cl)c1
12) CCCOC(=O)c1c(-c2ccccc2)nc(CC)c(C(=O)SCC)c1CCC
13) COc1ccc(N(CC(=O)Nc2ccc(C)c(F)c2)S(=O)(=O)c2c(C)noc2C)cc1
14) CC1(c2nnc(Cc3ccccc3)o2)CC(c2ccncc2)=NO1 (configuration not stated)
15) CCC(=O)N1CCN(c2ccc(NC(=O)COc3ccc(CC)cc3)cc2)CC1
16) CCN(CC)S(=O)(=O)c1ccc(C(=O)NCc2nnc(SCC(=O)OC)n2C)cc1
17) COc1ccc(C(=O)Nc2ccc(NC(C)=O)cc2)cc1S(=O)(=O)N1CCCCC1C (configuration not stated)
18) O=C(NC(CO)c1ccccc1)c1ccco1 (configuration not stated)
19) CC(=O)c1c(C)nc2ccc(Br)cc2c1-c1ccccc1
20) CCOc1cc(NC(=S)Nc2ccccc2)c(OCC)cc1NC(=O)c1ccccc1

Screen / compound no. | 11 | 12 | 13 | 14 | 15 | 16 | 17 | 18 | 19 | 20
HepG2 tox | -17% | -4% | -1% | -6% | -10% | 3% | -8% | -4% | -1% | -27%
MCF10A rereplic | 2% | 10% | 9% | 20% | ? | -8% | 7% | -5% | -8% | 19%
KB-3-1 cytotox | -2% | 0% | -8% | 13% | -2% | -1% | -8% | 3% | 9% | 8%
HT1080-NT tox | -7% | 8% | -15% | 28% | -18% | 5% | ? | 22% | 0% | 1%
SW480 rerep | -3% | ? | 14% | -22% | -1% | -2% | -16% | -4% | 2% | 13%
ATXN2 expr inh | 5% | -5% | -26% | 9% | -32% | -1% | 10% | 2% | . | -8%
HT1080 IDH1KD tx | -7% | -13% | -21% | 2% | 3% | -17% | ? | 20% | -14% | 0%
ATXN viability | i | i | ? | i | i | i | i | i | i | i
IL-1B inflam inh | 50 | 33 | 22 | 12 | -9 | 4 | 12 | 14 | -18 | -1

21) Cc1cc(C)n2nc(SCC(=O)N(Cc3ccccc3)C3CCS(=O)(=O)C3)nc2n1 (configuration not stated)
22) O=C(Nc1ccccc1C(=O)Nc1ccc(Br)cn1)c1cccc([N+](=O)[O-])c1
23) CC1Cc2ccccc2N1S(=O)(=O)c1cccc(C(=O)N2Cc3ccccc3CC2C(N)=O)c1 (configuration not stated)
24) COc1ccc(/C(=N/O)C(C)(C)NO)cc1
25) COc1ccc(CNC(=O)c2cc3c(s2)CN(Cc2ccccc2)C3)cc1
26) COCCCn1cc(CN2CC(N3CCCC3)CS2(=O)=O)nn1 (configuration not stated)
27) NS(=O)(=O)c1ccc(CCNC(=O)c2ccc3c(c2)OCO3)cc1
28) CCOC(=O)/C(O)=C/c1ncc(C(F)(F)F)cc1Cl
29) COc1cccc(/C=C/C(=O)OCC(=O)c2c[nH]c3ccccc23)c1OC
30) CCc1ccc(CNCc2c(C(=O)O)n(Cc3ccc(F)cc3Cl)c3cc(OC)ccc23)cc1

Screen / compound no. | 21 | 22 | 23 | 24 | 25 | 26 | 27 | 28 | 29 | 30
HepG2 tox | 1% | 7% | -12% | -2% | 2% | . | 7% | 3% | -3% | -25%
MCF10A rereplic | -1% | 0% | 10% | -7% | -1% | . | -6% | -1% | -7% | .
KB-3-1 cytotox | ? | 3% | 0% | -4% | 11% | 4% | -6% | 6% | -4% | -4%
HT1080-NT tox | -1% | 8% | -5% | -2% | 3% | 24% | 21% | 6% | -7% | .
SW480 rerep | -2% | -2% | -33%[inhibitor] | -12% | -15% | . | -4% | 0% | -7% | .
ATXN2 expr inh | -2% | . | 12% | -10% | 8% | 9% | 1% | -2% | 0% | 11%
HT1080 IDH1KD tx | 20% | 11% | -2% | 7% | 7% | 6% | -1% | 8% | -2% | .
ATXN viability | i | i | i | i | i | i | i | i | i | i
IL-1B inflam inh | 7 | -6 | 18 | 0 | ? | 0 | 3 | 16 | 11 | .

Single records, as listed above. Screens in order: HepG2 tox | MCF10A rereplic | KB-3-1 cytotox | HT1080-NT tox | SW480 rerep | ATXN2 expr inh | HT1080 IDH1KD tx | ATXN viability | IL-1B inflam inh
NS(=O)(=O)c1ccc(CCNC(=O)c2ccc3c(c2)OCO3)cc1 is entered as 7% | -6% | -6% | 21% | -4% | 1% | -1% | i | 3
Cc1cc(C)n2nc(SCC(=O)N(Cc3ccccc3)C3CCS(=O)(=O)C3)nc2n1 (configuration not stated) is entered as 1% | -1% | ? | -1% | -2% | -2% | 20% | i | 7
COc1cccc(/C=C/C(=O)OCC(=O)c2c[nH]c3ccccc23)c1OC is entered as -3% | -7% | -4% | -7% | -7% | 0% | -2% | i | 11
O=C(Nc1ccccc1C(=O)Nc1ccc(Br)cn1)c1cccc([N+](=O)[O-])c1 is entered as 7% | 0% | 3% | 8% | -2% | . | 11% | i | -6

Next results.
31) Cc1ccc(C)c(N2CCN(C(c3ccncc3)c3nnnn3Cc3ccccc3)CC2)c1 (configuration not stated)
32) COc1ccc(N(C)S(=O)(=O)c2cccc(C(=O)Nc3cccc(C(=O)NC4CC4)c3)c2)cc1
33) COc1cc2c(=O)c(C(=O)c3ccc(F)cc3)cn(Cc3cccc(F)c3)c2cc1OC
34) CCOC(=O)c1c(CC(C)C)csc1NC(C)=O
35) O=c1[nH][nH]c(-c2ccccc2)c1C=Nc1ccc(C(F)(F)F)cc1
36) CCCCC(=NCCc1c(C)[nH]c2ccccc12)C1=C(O)CC(c2ccccc2)CC1=O (configuration not stated)
37) CC1(C)CC(=O)C(CC2=C(N)CC(C)(C)CC2=O)=C(N)C1
38) O=C(CCCSc1nc2ccccc2[nH]1)NC1CCCCC1
39) COc1ccc(Cl)cc1S(=O)(=O)N1CCCC(C(=O)N2CCCC2)C1 (configuration not stated)
40) N#C/C(=C\c1cn(CCOc2ccccc2)c2ccccc12)C(=O)NCc1cccs1

Screen / compound no. | 31 | 32 | 33 | 34 | 35 | 36 | 37 | 38 | 39 | 40
HepG2 tox | -30% | -5% | 0% | -46% | 2% | -22% | 2% | -18% | -5% | -35%
MCF10A rereplic | 5% | ? | . | -6% | 17% | 8.2µM* | -3% | 1% | 12% | ?
KB-3-1 cytotox | -17% | ? | 7% | 12% | 0% | 13µM* | -3% | 0% | 2% | -22%
HT1080-NT tox | -24% | -6% | . | -13% | 6% | ? | 6% | -3% | -6% | -2%
SW480 rerep | -1% | -2% | . | 16% | 0% | 10µM* | -9% | -8% | 15% | 16µM*
ATXN2 expr inh | 0% | ? | -14% | -3% | . | -22% | . | . | -10% | -15%
HT1080 IDH1KD tx | 1%[9.24 µM] | -14% | . | -10% | 1% | 9.2µM* | 23% | -3% | -2% | 2%
ATXN viability | i | ? | ? | i | i | i | i | i | i | i
IL-1B inflam inh | -26 | -7 | . | 14 | 20 | ? | -12 | 7 | 8 | 0

41) NC(=O)c1cc([N+](=O)[O-])ccc1NCCN1C(=O)c2ccc(C(=O)O)cc2C1=O
42) OC(c1ccc(F)cc1)c1ncc(-c2cccc(C(F)(F)F)c2)[nH]1 (configuration not stated)
43) COc1cccc(NC(=O)NC2CC(=O)N(c3ccc4c(c3)OCCO4)C2)c1 (configuration not stated)
44) CCc1nnc2c(NCc3ccc(F)cc3)nc3ccccc3n12
45) Cc1ccccc1N1CC(C(=O)Nc2ccc3c(c2)OCO3)CC1=O (configuration not stated)
46) Cc1ccccc1C(=O)Nc1sc2c(c1C(=O)N1CCCCC1)CCC(C)C2 (configuration not stated)

Screen / compound no. | 41 | 42 | 43 | 44 | 45 | 46
HepG2 tox | -6% | -25% | -38% | -8% | -2% | -21%
MCF10A rereplic | 2% | . | -3% | . | 3% | .
KB-3-1 cytotox | 1% | 0% | -4% | -2% | 3% | -6%
HT1080-NT tox | -3% | ? | 10% | . | -17% | .
SW480 rerep | 2% | . | -2% | . | 12% | .
ATXN2 expr inh | -8% | -2% | -7% | 11% | 21% | -11%
HT1080 IDH1KD tx | 0% | 0% | 4% | . | -13% | .
ATXN viability | i | i | i | i | i | i
IL-1B inflam inh | 20 | -20 | -8 | . | -6 | .
